Rv3671c inh – Rv3671c serine protease inhibitors, primary screen, biochemical, fluorescence polarization, M. tuberculosis H37Rv; 0.048% of 320,000 active; P9WHR9; inhibition, % at 5.96 µM; AID 2606, 2010; in the data active means inhibition above about 38%;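 further: extracellular domain of Rv3671c used as enzyme; 0% = enzyme with DMSO and 100% = no enzyme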
Target sequence (P9WHR9 whole entry, looked up, the tested form may be a part): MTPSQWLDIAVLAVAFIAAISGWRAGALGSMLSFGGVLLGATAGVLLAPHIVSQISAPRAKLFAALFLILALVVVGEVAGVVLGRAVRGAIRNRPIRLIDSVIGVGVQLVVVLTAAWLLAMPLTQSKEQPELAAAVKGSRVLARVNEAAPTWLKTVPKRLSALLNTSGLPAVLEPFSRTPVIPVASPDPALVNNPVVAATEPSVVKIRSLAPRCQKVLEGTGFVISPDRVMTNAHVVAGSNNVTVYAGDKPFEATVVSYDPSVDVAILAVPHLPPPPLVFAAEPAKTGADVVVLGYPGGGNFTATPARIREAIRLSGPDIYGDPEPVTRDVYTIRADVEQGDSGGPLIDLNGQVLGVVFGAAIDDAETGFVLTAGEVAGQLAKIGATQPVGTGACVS
Mtb UGM inh – M. tuberculosis UGM enzyme inhibitors, primary screen, biochemical, fluorescence polarization, single point; UDP-galactopyranose mutase (Mycobacterium tuberculosis (strain ATCC 25618 / H37Rv)), …; purified UGM, fluorescence polarization probe displacement; inhibition, % at 10 µM; 0.06% of 320,000 active; AID 504406, 2011; in the data active means inhibition above about 10%, passing the limit was not always enough; inconclusive means no clear call, values can overlap the other calls
BioA inh – M. tuberculosis BioA enzyme inhibitors, primary screen, biochemical, plate reader, single point, HTS; inhibition, % at 9.99 µM; AID 602481, 2012; 7,8-diaminopelargonic acid synthase BioA (Mycobacterium tuberculosis); purified M. tuberculosis BioA enzyme; 0.096% of 360,000 active; in the data active means inhibition above about 40%; inconclusive means no clear call, values can overlap the other calls
FadD28 FP inh – inhibitors of FadD28 bisubstrate probe binding, primary screen, biochemical, fluorescence polarization, single point. Mycobacterium tuberculosis FadD28 fatty-acid-AMP ligase. inhibition, % at 12.5 µM. 0.22% of 360,000 active. AID 588549, 2011; in the data active means inhibition above about 8.5%, passing the limit was not always enough; inconclusive means no clear call, values can overlap the other calls
GDH-TPI counter – GDH-TPI coupling enzyme inhibitors, primary screen, artefact control for M. tuberculosis FBA inhibitor project, biochemical, absorbance, full deck. AID 588335, 2011. inhibition, % at 4.8 µM. GDH-TPI coupled enzyme counterscreen, NADH absorbance. 1.2% of 360,000 active;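 further: 0% = DMSO wells and 100% = wells lacking the enzyme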
MazEF act – activators of E. coli MazEF toxin-antitoxin RNase, primary screen, biochemical, fluorescence, uHTS. 0.32% of 350,000 active. Endoribonuclease toxin MazF (Escherichia coli (strain K12)), P0AE70. activation, % at 20 µM. FAM/BHQ RNA-DNA oligo cleavage fluorescence, 5 h; in the data active means activation above about 50%
Target sequence (P0AE70 whole entry, looked up): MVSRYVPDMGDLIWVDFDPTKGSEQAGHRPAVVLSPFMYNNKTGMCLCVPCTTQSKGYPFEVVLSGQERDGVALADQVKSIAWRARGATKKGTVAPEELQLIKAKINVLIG
FBA Mtb inh – Mtb FBA enzyme inhibitors, primary screen, biochemical, fluorescence, strain H37Rv | Fructose-bisphosphate aldolase (Mycobacterium tuberculosis (strain ATCC 25618 / H37Rv)), … | inhibition, % at 1 µM | AID 588726, 2011 | purified M. tuberculosis FBA, fluorescence read-out | 2.3% of 360,000 active; in the data active means inhibition above about 27%;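 further: 0% = vehicle and 100% = reference inhibitor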
Target sequence (P9WQA3 whole entry, looked up): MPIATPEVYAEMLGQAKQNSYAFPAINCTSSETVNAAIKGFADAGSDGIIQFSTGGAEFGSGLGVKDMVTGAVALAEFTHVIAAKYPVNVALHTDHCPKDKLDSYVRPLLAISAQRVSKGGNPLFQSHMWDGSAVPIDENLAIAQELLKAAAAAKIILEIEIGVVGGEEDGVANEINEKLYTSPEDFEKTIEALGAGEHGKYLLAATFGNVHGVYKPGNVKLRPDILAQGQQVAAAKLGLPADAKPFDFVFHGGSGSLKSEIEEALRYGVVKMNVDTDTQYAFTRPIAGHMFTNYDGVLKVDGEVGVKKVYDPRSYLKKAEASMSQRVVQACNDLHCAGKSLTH
CCHF vOTU inh – CCHFV vOTU protease inhibitors, primary screen, biochemical, Pep-AMC substrate, fluorescence | Crimean-Congo hemorrhagic fever virus L polyprotein viral ovarian tumor (vOTU) protease … | inhibition, % at 11.5 µM | 0.55% of 370,000 active | AID 651958, 2012; further: 0% = vehicle wells with enzyme and 100% = no enzyme wells
BoNT-F LC inh – BoNT/F light chain protease inhibitors, primary screen, biochemical, flow cytometry, MLPCN library; inhibition, % at 10 µM; Multiplex microsphere protease cleavage assay; 0.22% of 360,000 active; in the data active means inhibition above about 35%, passing the limit was not always enough; inconclusive means no clear call, values can overlap the other calls; further: plate controls were buffer without enzyme for full effect and enzyme alone for no effect
VHR inh abs – VHR1 phosphatase inhibitors, primary screen, biochemical, absorbance, uHTS; inhibition, % at 13.3 µM; AID 1654, 2009; Dual specificity protein phosphatase 3 (Homo sapiens), P51452; 0.52% of 290,000 active; recombinant VHR phosphatase, pNPP absorbance; in the data active means inhibition above about 50%; further: some compounds called inactive have numbers as strong as hits
Target sequence (P51452 whole entry, looked up): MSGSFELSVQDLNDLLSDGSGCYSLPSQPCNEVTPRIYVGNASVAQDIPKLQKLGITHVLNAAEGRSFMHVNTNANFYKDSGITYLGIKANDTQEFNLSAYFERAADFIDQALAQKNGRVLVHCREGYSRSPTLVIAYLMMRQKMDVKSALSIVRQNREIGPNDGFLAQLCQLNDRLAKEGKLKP
The depositor's hits bear a star; ? = inconclusive; / = no result given; + = active, no number. Unless noted, no stated cut-off is given here; in the data, active means inhibition above about 30%; inactive means the rest.

SMILES	Rv3671c inh	Mtb UGM inh	BioA inh	FadD28 FP inh	GDH-TPI counter	MazEF act	FBA Mtb inh	CCHF vOTU inh	BoNT-F LC inh	VHR inh abs
COc1ccc(CC(=O)Nc2ccc(-c3noc(-c4cc(OC)c(OC)c(OC)c4)n3)cc2)cc1	-5	-0.8	-2.4	-3.3	-3	-5	4	2	-8	35
COc1ccc2cnn(CCOc3ccccc3)c(=O)c2c1OC	7	-0.8	0.7	-0.3	7	-4	4	-2	-5	30
COC(=O)C1C(=O)C(C(=O)c2ccccc2)C(=O)CC1(C)C (stereo not drawn)	4	-2.3	1.0	-1.5	0	6	0	-3	-13	-40
COCCn1nnnc1C(C(C)C)N1CCN(C(=O)c2ccco2)CC1 (stereo not drawn)	-3	0.0	2.8	0.0	-1	6	3	4	-56	7
O=C(O)CC1=C(Nc2ccccc2)C(=O)N(c2ccccc2)C1c1ccc(Cl)cc1 (stereo not drawn)	2	-0.7	0.7	1.6	-1	-1	10	-7	0	40
CC(NC(=O)C[n+]1cccc(Br)c1)c1ccccc1 (stereo not drawn)	0	-1.5	-1.0	-0.3	4	1	6	-17	-4	/
CC(=O)C1=CCC(c2ccccc2)N(S(C)(=O)=O)C1 (stereo not drawn)	/	/	-1.7	-1.5	/	/	3	-7	0	/
CC1(C)CN(c2ccc(Br)cc2)C(=O)[C@H]1CC(=O)Nc1ccccc1	/	/	3.8	-3.5	0	-1	-3	-4	4	/
O=C(COC(=O)/C=C/c1cccc(Cl)c1)NCCC1=CCCCC1	0	0.8	/	-2.2	0	0	0	17	-10	30
O=C1C(NS(=O)(=O)c2cccs2)=C(N2CCOCC2)C(=O)c2ccccc21	6	-0.8	0.6	-0.5	14	11	-2	12	-4	13
Cc1ccnc2nc(C(=O)OCCOc3ccccc3)nn12	-2	4.5	1.3	1.1	0	5	-1	4	-7	32
Cc1onc(-c2ccccc2)c1C(=O)OCC(=O)Nc1ccc(Cl)cc1	-30	0.8	1.7	-1.8	5	6	-1	10	3	/
CCc1ccc(C2=NN(CCC(=O)NC(C)c3ccc4c(c3)OCCO4)C(=O)CC2)cc1 (stereo not drawn)	14	-6.6	0.5	-1.9	0	-4	2	7	2	14
CCOc1ccc(NC(=O)CN(C)C(=O)c2ccccc2CCc2ccccc2)cc1OCC	8	0.1	-1.9	2.0	14	5	3	27	8	/
O=C(NNC(=O)C1CC1)c1ccc(-c2ccccc2)cc1	-6	0.2	-6.1	0.9	1	2	2	5	4	20
COc1ccc(-c2c(C)nn3c(NC4CCCC4)cc(C)nc23)cc1OC	16	5.0	4.8	0.2	13	15	1	22	?	21
CCc1nc2ccc(C(=O)NCCOc3ccc(OC)cc3)cn2c1N(CCC(C)C)CCN(C)C	/	/	1.5	-3.9	-12	/	1	-4	-3	/
CCN(CC)S(=O)(=O)c1cc(NC(=O)CO/N=C(\N)c2ccccc2Cl)ccc1C	-16	/	1.5	-0.3	0	7	1	7	-2	/
Cc1ccc(NC(=O)/C=C/c2ccc(Cl)cc2)nc1	6	1.0	-1.6	0.1	2	8	11	-20	-1	1
O=C(CNC(=O)N1CC(=O)Nc2ccccc21)NCc1ccc(F)cc1	/	/	6.4	-8.0	-16	4	3	-6	-3	/
O=Cc1ccc(-n2nncc2-c2ccc([N+](=O)[O-])cc2)cc1	-3	4.1	14	0.3	6	3	-4	-7	-3	13
Cn1c(=O)n(CCC(=O)O)c2ccccc21	0	0.3	-1.6	-2.5	4	-1	1	6	-6	13
Cc1cc(C(=O)N2CCCC(N3CCN(c4cccc(Cl)c4)CC3)C2)nn1C (stereo not drawn)	-4	1.9	6.2	0.6	1	-8	0	6	1	29
O=C(COC(=O)c1nc(Cl)ccc1Cl)NCc1ccc(Cl)cc1Cl	/	/	-2.0	-7.4	4	3	-2	0	12	/
CC(C1CC1)N(C(=O)c1ccccc1[N+](=O)[O-])c1ccccc1 (stereo not drawn)	-5	-0.3	-3.2	-1.3	-1	1	0	-16	-6	17
Cc1nc(CN(C)c2ncnc3ccc(-c4ccc5c(c4)OCO5)cc23)cs1	/	/	2.1	-4.5	14	/	4	0	-1	/
Cn1cccc1C(=O)OCC(=O)Nc1ccc2c(c1)OCCO2	4	1.8	/	-2.6	-1	-3	-2	10	0	/
COc1ccccc1CNS(=O)(=O)c1ccc2c(c1)NC(=O)C(C)S2 (stereo not drawn)	-2	0.4	-0.7	-2.3	9	9	0	-6	-2	-4
O=C(CN(Cc1ccccc1Cl)C(=O)c1ccc(CN2CCOCC2)o1)NCc1ccccc1	1	-3.6	/	0.4	-2	3	-1	-3	-7	8
Cc1cccc(C(=O)N2c3ccccc3C(=O)OC2c2ccc3c(c2)OCO3)c1 (stereo not drawn)	2	2.5	-3.5	-1.5	2	1	-2	-1	-10	21

Exported comma-delimited: part of the list above
compound,Rv3671c inh,Mtb UGM inh,BioA inh,FadD28 FP inh,GDH-TPI counter,MazEF act,FBA Mtb inh,CCHF vOTU inh,BoNT-F LC inh,VHR inh abs
COc1ccc(CC(=O)Nc2ccc(-c3noc(-c4cc(OC)c(OC)c(OC)c4)n3)cc2)cc1,-5,-0.8,-2.4,-3.3,-3,-5,4,2,-8,35
COc1ccc2cnn(CCOc3ccccc3)c(=O)c2c1OC,7,-0.8,0.7,-0.3,7,-4,4,-2,-5,30
COC(=O)C1C(=O)C(C(=O)c2ccccc2)C(=O)CC1(C)C (stereo not drawn),4,-2.3,1.0,-1.5,0,6,0,-3,-13,-40
COCCn1nnnc1C(C(C)C)N1CCN(C(=O)c2ccco2)CC1 (stereo not drawn),-3,0.0,2.8,0.0,-1,6,3,4,-56,7
O=C(O)CC1=C(Nc2ccccc2)C(=O)N(c2ccccc2)C1c1ccc(Cl)cc1 (stereo not drawn),2,-0.7,0.7,1.6,-1,-1,10,-7,0,40
CC(NC(=O)C[n+]1cccc(Br)c1)c1ccccc1 (stereo not drawn),0,-1.5,-1.0,-0.3,4,1,6,-17,-4,/
CC(=O)C1=CCC(c2ccccc2)N(S(C)(=O)=O)C1 (stereo not drawn),/,/,-1.7,-1.5,/,/,3,-7,0,/
CC1(C)CN(c2ccc(Br)cc2)C(=O)[C@H]1CC(=O)Nc1ccccc1,/,/,3.8,-3.5,0,-1,-3,-4,4,/
O=C(COC(=O)/C=C/c1cccc(Cl)c1)NCCC1=CCCCC1,0,0.8,/,-2.2,0,0,0,17,-10,30
O=C1C(NS(=O)(=O)c2cccs2)=C(N2CCOCC2)C(=O)c2ccccc21,6,-0.8,0.6,-0.5,14,11,-2,12,-4,13
Cc1ccnc2nc(C(=O)OCCOc3ccccc3)nn12,-2,4.5,1.3,1.1,0,5,-1,4,-7,32
Cc1onc(-c2ccccc2)c1C(=O)OCC(=O)Nc1ccc(Cl)cc1,-30,0.8,1.7,-1.8,5,6,-1,10,3,/
CCc1ccc(C2=NN(CCC(=O)NC(C)c3ccc4c(c3)OCCO4)C(=O)CC2)cc1 (stereo not drawn),14,-6.6,0.5,-1.9,0,-4,2,7,2,14
CCOc1ccc(NC(=O)CN(C)C(=O)c2ccccc2CCc2ccccc2)cc1OCC,8,0.1,-1.9,2.0,14,5,3,27,8,/

Following part
SMILES	Rv3671c inh	Mtb UGM inh	BioA inh	FadD28 FP inh	GDH-TPI counter	MazEF act	FBA Mtb inh	CCHF vOTU inh	BoNT-F LC inh	VHR inh abs
CCNC(=O)NC(=O)C(C)OC(=O)C1CCN(S(=O)(=O)c2ccccc2C(=O)OC)CC1 (stereo not drawn)	-4	0.1	2.4	-1.2	-2	1	-4	4	4	-6
O=C(Nc1cc(Cl)cc(Cl)c1)c1cccc(OC(F)F)c1	-54	1.4	/	-8.3	12	-2	-1	17	-3	8
Cc1nc(Cn2c3ccc(NC(=S)NC4CCCCC4)cc3c(=O)n2C)cs1	/	/	2.7	-3.9	12	/	28*	-39	-4	/
O=C(Nc1cccc2c1N(C(=O)c1ccco1)CCC2)c1ccco1	-1	0.9	0.3	-1.8	-2	3	3	-4	-6	19
CC(C)C(NC(=O)c1c(F)cccc1F)C(=O)OCN1C(=O)c2ccccc2C1=O (stereo not drawn)	4	0.4	0.5	-3.4	3	-4	-2	11	-6	/
CCc1ccccc1NC(=O)COc1ccc2c(=O)c(Oc3cc(C)ccc3C)coc2c1	2	-0.3	/	-0.9	6	-5	1	1	-4	-6
CCOc1ccccc1NC(=O)CCCNC(=O)c1ccc(Cl)cc1	10	-1.2	-7.3	-0.3	8	-2	2	6	-4	0
N#CC1=C(N)NC(SCC(=O)Nc2ccccc2)=C(C#N)C12CCCC2	-6	0.0	0.7	-5.2	11	2	2	0	5	3
Cc1ccc2nc(NCc3ccccc3)[nH]c2c1	-3	2.4	-2.1	-3.8	-5	14	2	4	-29	-10
O=C(COc1ccc2c(c1)oc(=O)c1ccccc12)NCC1CCC(C(=O)O)CC1 (stereo not drawn)	-3	-1.1	0.3	-3.5	19	8	34*	-36	-5	29
Cc1nc(CC(=O)c2ccc(O)cc2O)cs1	-3	1.8	-1.2	-0.8	33*	2	-1	12	-12	23
COc1cc(/C=C(\C#N)c2nc3ccccc3[nH]2)cc(Br)c1OCc1ccc(F)cc1	-69	1.7	-1.3	-4.6	-4	7	-6	14	?	-5
CCc1[nH]nc(C(=O)N2CCCC(C(=O)c3cccc(C(F)(F)F)c3)C2)c1C (stereo not drawn)	-14	-3.4	-2.4	-1.2	7	-9	6	25	4	52*
COc1ccc2c(C(=O)CN(C)C3CCCCC3)c[nH]c2c1	-8	-0.5	/	-0.3	18	0	5	-1	-4	-9
Cn1cc(S(=O)(=O)N2CCNCC2)cc1C(N)=O	-8	4.2	-0.6	/	4	2	-1	-2	-2	/
C=CCN(c1ccccc1C(=O)NCC(=O)O)S(=O)(=O)c1ccccc1C	11	1.5	-2.5	-0.5	10	-6	3	-9	-5	23
O=S(=O)(Nc1ccc(-c2nc3cccnc3s2)cc1)c1ccc(Cl)s1	-15	-0.8	-1.7	2.1	37*	0	+	-67	-7	-10
NC(=O)C1(N2CCCCC2)CCN(C(=O)CCCn2c(=O)[nH]c3ccsc3c2=O)CC1	-11	1.5	0.9	-0.9	4	6	0	-6	-3	13
CC(=O)c1cccc(NC(=S)NC(=O)c2ccccc2C)c1	-4	-0.6	/	2.0	2	2	0	-5	2	30
Cc1ccccc1CN1CCc2c(OCC(=O)N3CCCCC3)cccc2C1=O	-1	-2.5	/	-0.2	-6	4	1	-15	-6	9
Cn1c(CNC(=O)CNS(=O)(=O)c2ccccc2)cc(=O)n(C)c1=O	1	-0.9	/	-2.7	1	-23	5	-11	-3	-4
CCOC(=O)C1CCN(C(=S)Nc2cccc(C)c2C)CC1	9	-0.7	-0.5	0.0	1	2	1	-1	-2	-8
Cc1cc(Cl)ccc1OCCCC(=O)NCc1ccncc1	0	1.7	-1.2	-3.7	0	-10	-1	-11	2	15
CCC(C)NC(=O)C(=O)NC1CCCC1 (stereo not drawn)	/	/	/	-1.9	11	7	0	7	4	-8
CCOc1cc(/C=C2\C(=O)ON=C2c2ccccc2)cc(Br)c1O	-15	-3.5	1.5	3.3	18	-193	1	8	-3	17
